Assay outcomes from PubChem.
Shn3 3UTR inh: Schnurri-3 reporter inhibition in Clone20 osteoblasts. Clone20 osteoblast Shn3 3'UTR firefly luciferase, 24 h. inhibition, % at 12.5 µM. 0.52% of 360,000 active. AID 588674;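 active means mean inhibition of at least 75% with every replicate also reaching 75%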;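 further: 0% = median of neutral control wells and 100% = pilot-screen positive control compound; some compounds past the cut are filed as inactive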
CF NFkB block: blocks PAF-induced NF-kB reporter in cystic fibrosis cells. inhibition, % at 5 µM. KKLEB NF-kB-GFP reporter, GFP fluorescence overnight. 0.86% of 360,000 active;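 active means at least 50% inhibition at 5 µM, scaled per plate between neutral and stimulator controls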;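 further: PAF is a Pseudomonas aeruginosa culture filtrate used as stimulus; plate controls were PAF-stimulated DMSO wells for no effect and unstimulated DMSO wells for full effect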
TWEAK-Fn14 inh: TWEAK-Fn14 signaling inhibition | TWEAK-stimulated Fn14 reporter cells, luciferase luminescence, 8 h | inhibition, % at 10 µM | 2% of 360,000 active; in the data active means inhibition above about 50%
MITF TRPM1 inh: MITF TRPM1 promoter inhibition in SK-MEL-5 cells; 0.83% of 330,000 active; inhibition, % at 12.5 µM; SK-MEL-5 TRPM1 promoter luciferase, 24 h; AID 488899;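 active means mean inhibition across replicates of 60% or more, whatever share of single replicates reaches that level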; further: values of inactives mirror those of a sister screen read the other way
KKLEB tox: counter-screen for CF NF-kB inhibitors: cytotoxicity; KKLEB CF airway cells viability, ATPlite luminescence, overnight; hits give low values; cells stimulated with P. aeruginosa culture filtrate; activity change (cytotoxicity), % at 5 µM; 0.36% of 360,000 active; AID 602141;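 active means corrected activity change at or below -50% at 5 µM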
HIF-2a inh: inhibitors of HIF-2a. 786-0 RCC cells HIF-2a reporter, luciferase luminescence, overnight. inhibition, % at 18.8 µM. 0.72% of 360,000 active. AID 624352;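 active means inhibition of the luminescence signal of 40% or more relative to plate controls, in a single-dose primary screen at 18.75 µM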
iPSC survival up: hiPSC single-cell survival enhancement. ATPlite luminescence; 100% = ROCK inhibitor wells, 0% = DMSO. survival enhancement, % at 20 µM. 0.044% of 360,000 active. AID 602274; in the data active means survival enhancement above about 18%;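 further: cells exposed to compounds for 16 hours before the ATP read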
NR2E3 ag-1: activates human NR2E3 receptor | CHO-S Gal4-NCOR/VP16-NR2E3 two-hybrid, luciferase | inhibition of corepressor binding, % at 3.98 µM | 0.35% of 360,000 active | AID 602229;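 active means inhibition above the mean of all tested compounds plus 3 SD, cut at about 70% in these data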;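 further: 0% = DMSO with NR2E3 transfected cells and 100% = cells lacking NR2E3 construct; higher means lower luciferase signal from less NR2E3 corepressor binding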
Target sequence (Q9Y5X4 whole entry, looked up, the tested form may be a part): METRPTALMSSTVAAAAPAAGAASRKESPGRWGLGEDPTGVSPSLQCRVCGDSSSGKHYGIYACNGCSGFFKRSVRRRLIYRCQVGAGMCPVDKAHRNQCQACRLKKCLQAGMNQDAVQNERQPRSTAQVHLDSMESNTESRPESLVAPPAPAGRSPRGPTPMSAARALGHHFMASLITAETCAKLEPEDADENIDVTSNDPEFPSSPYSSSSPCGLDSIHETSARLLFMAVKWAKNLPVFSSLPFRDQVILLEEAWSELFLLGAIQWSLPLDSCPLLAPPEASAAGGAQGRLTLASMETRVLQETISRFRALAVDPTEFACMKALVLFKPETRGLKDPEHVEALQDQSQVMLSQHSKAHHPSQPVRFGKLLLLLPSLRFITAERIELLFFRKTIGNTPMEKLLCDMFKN
aDG glyco up: alpha-DG glycosylation activation. AID 624168. 0.22% of 360,000 active. Pro5-aDG cells, alpha-DG glycosylation AlphaScreen (IIH6); 0% Pro5, 100% B10-LARGE cell signal. activation, % at 10 µM;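 active means activation of at least 8% versus controls, or a plate z-score of at least 8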;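 further: Pro5 are CHO cells carrying HIG-tagged alpha-DG that lacks glycosylation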
NR2E3 ag-2: agonists of human nuclear receptor NR2E3; AID 2300; Q9Y5X4; inhibition of corepressor binding, % at 4.78 µM; 0.12% of 320,000 active; GST-NR2E3/biotin-RetCOR TR-FRET, 1536-well;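 active means percent inhibition above the cutoff of mean plus 3 SD of all tested compounds, set per screening campaign, cut at about 20% in these data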;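 further: 0% = DMSO wells and 100% = biotin wells as full block of FRET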
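Assay system: NR2E3–RetCOR corepressor complex. Quantity: 1.35 nM GST-NR2E3. Buffer or medium: pH 7.5 Tris-based buffer. Reagent: biotinylated RetCOR corepressor at 7 nM final. Schedule: 5 h at 4 °C. Detection: TR-FRET, emission read at 617 and 671 nm. Replicates: one well per compound, singlicate testing.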
Peg3 promoter: reduces Peg3 promoter-driven luciferase expression in HeLa; 1.7% of 360,000 active; inhibition, % at 20 µM; HeLa PEG-Prom luciferase reporter, luminescence, overnight;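 active means inhibition of at least 50% at 20 µM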
Starred values were filed as active, the others as inactive; x = not tested or not shown.

SMILES	Shn3 3UTR inh	CF NFkB block	TWEAK-Fn14 inh	MITF TRPM1 inh	KKLEB tox	HIF-2a inh	iPSC survival up	NR2E3 ag-1	aDG glyco up	NR2E3 ag-2	Peg3 promoter
O=c1[nH]c2ccccc2cc1CN(c1ccccc1)S(=O)(=O)c1ccccc1	8	1	-23	-9	-5	-14	-2.1	7	0.1	-1	8
CCCCN(C(=O)c1cccc(S(=O)(=O)N2CCN(C)CC2)c1)c1c(N)n(CCC)c(=O)[nH]c1=O	-8	8	11	5	-1	-2	-0.3	5	0.1	3	-6
Cc1cc(C)c(C(=O)CSc2nnc(-c3cccnc3)n2C)c(C)c1	5	15	7	0	-4	-8	5.8	-4	-0.3	6	17
CCOc1ccc(CNC(=O)CCS(=O)(=O)Cc2ccc(C)cc2)cc1OC	14	-8	14	-2	-4	15	0.5	27	0.3	-2	7
CNc1cccccc1=S	2	2	-2	6	-6	10	-3.0	-6	0.5	3	6
COc1ccc(-c2cc(C(=O)OCC(=O)c3c(N)n(C)c(=O)n(C)c3=O)c3ccccc3n2)cc1	7	12	12	-23	-12	-18	-0.5	-25	0.1	0	-52
O=C(CN1CCN(C2CCCCC2)CC1)Nc1ccccc1-c1ccccc1	2	12	0	6	-5	16	-1.1	-1	-0.3	-2	9
CCN1/C(=C/c2ccc3cc(C)ccc3[n+]2C)Sc2ccc3sccc3c21	91*	-66	38	77*	-4	42*	-5.3	66	1.4	x	111*
CC(Cc1ccsc1)NC(=O)CCc1nnc(COc2ccccc2)o1 (centres undefined)	-2	9	-4	4	-3	-36	0.3	-10	-0.2	5	-24
COc1ccccc1N1CCN(C(=O)CNS(=O)(=O)c2ccc(Br)s2)CC1	14	0	6	5	11	1	-0.5	15	-0.1	3	14
CCCc1cc(=O)[nH]c(SCC(=O)NCCCC(=O)OCC)n1	11	-7	-5	-5	6	12	-1.9	14	0.1	4	0
COc1ccc2nc(SCC(=O)C(C)(C)C)[nH]c2c1	-150	4	-20	-44	13	-264	0.6	-76	-0.1	1	-268
CC(=O)c1ccc(NC(=O)CCn2c(=O)oc3ccccc32)cc1	-11	-10	6	5	8	-2	2.1	-10	-0.2	2	5
Cc1ccnc(SCC(=O)Nc2c(C)n(C)n(-c3ccccc3)c2=O)n1	-16	-2	8	7	11	4	1.3	-24	0.1	-1	15
O=C(NNc1ccccc1)c1ccc(Cl)c(Cl)c1	14	-8	-4	-7	-2	-25	-1.2	46	0.3	x	-16
Cc1ccc(S(=O)(=O)NCCC(=O)N2CCN(c3ccccc3)CC2)cc1C	12	-15	25	7	-11	-10	-1.1	19	0.2	x	13
CN(Cc1ccccc1)c1ncnc2c1cnn2-c1ccccc1	-44	-18	20	-82	-2	-390	-2.1	-114	0.5	1	-311
CCN1CCN(c2ccc([N+](=O)[O-])c(Sc3nc4ccccc4[nH]3)c2)CC1	7	-8	-10	-4	16	2	0.1	-9	0.4	-1	15
O=C(CCN1N=C(c2ccccc2)CCC1=O)NCC1CCCO1 (centres undefined)	1	-8	-2	0	16	9	0.6	0	-0.2	1	-2
NNC(=O)COc1ccc(C(F)(F)F)cc1	-5	-11	-2	6	-15	13	-2.6	-2	0.0	4	-3
CCOC(=O)c1[nH]c2ccc(OC)cc2c1NC(=O)c1cccc(OC)c1	-16	6	3	0	-7	-5	1.2	13	-0.2	0	18
CON(C)S(=O)(=O)c1cccc(C(=O)N(CC(=O)Nc2ccccc2C(F)(F)F)Cc2ccco2)c1	-4	14	3	3	-13	3	-0.2	-2	-0.2	x	6
COc1ccc(O)c(C(=O)c2cc(C#N)c(=O)n(-c3c(C)n(C)n(-c4ccccc4)c3=O)c2)c1	-18	-12	-6	-7	7	-40	-2.7	-27	0.1	0	-2
O=C(Nc1ccc(F)cc1F)N1CCC(c2nc3ccccc3o2)CC1	4	-2	13	0	-17	10	1.7	-14	0.0	-3	14

Ordered by length of the SMILES (smallest number first): 3 of the compounds above
SMILES	Shn3 3UTR inh	CF NFkB block	TWEAK-Fn14 inh	MITF TRPM1 inh	KKLEB tox	HIF-2a inh	iPSC survival up	NR2E3 ag-1	aDG glyco up	NR2E3 ag-2	Peg3 promoter
CC(=O)c1ccc(NC(=O)CCn2c(=O)oc3ccccc32)cc1	-11	-10	6	5	8	-2	2.1	-10	-0.2	2	5
CCOC(=O)c1[nH]c2ccc(OC)cc2c1NC(=O)c1cccc(OC)c1	-16	6	3	0	-7	-5	1.2	13	-0.2	0	18
CON(C)S(=O)(=O)c1cccc(C(=O)N(CC(=O)Nc2ccccc2C(F)(F)F)Cc2ccco2)c1	-4	14	3	3	-13	3	-0.2	-2	-0.2	x	6

Next part:
SMILES	Shn3 3UTR inh	CF NFkB block	TWEAK-Fn14 inh	MITF TRPM1 inh	KKLEB tox	HIF-2a inh	iPSC survival up	NR2E3 ag-1	aDG glyco up	NR2E3 ag-2	Peg3 promoter
COc1ccc(/C=N/NC(=O)CSc2nnc(CCCc3ccc(OC)c(C)c3)o2)cc1	18	5	2	4	-5	4	2.5	-12	0.3	2	2
O=C(O)c1ccc(-n2nnnc2SCc2cccc(Br)c2)cc1	14	19	-6	-15	-1	12	0.2	-12	0.1	-3	8
Cc1cc(=O)oc2c3c(cc(OCC(=O)N[C@@H](Cc4ccccc4)C(=O)O)c12)OC(C)(C)CC3	-17	-9	-4	x	6	9	0.6	1	-0.4	2	-2
O=C(CSc1n[nH]c(=O)[nH]c1=O)Nc1cccc(S(=O)(=O)N2CCOCC2)c1	11	8	-15	3	10	7	2.4	-5	-0.3	-1	-15
COC(=O)CCc1c(C)[nH]c(C(=O)OCc2ccccc2)c1C	-10	-7	0	-20	0	-11	8.3	-56	0.2	2	-38
COc1ccc(-c2nc(=S)n3ccsc3n2)cc1OC	-11	-12	-38	-12	-5	-96	0.4	-23	0.1	2	-73
c1ccc(-c2nc(-c3ccco3)n3ccccc23)cc1	-10	6	29	26	10	6	-1.6	12	0.2	0	6
Cc1ccc(C)c(N2CCN(c3ccc(N4C(=O)COCC4=O)cc3[N+](=O)[O-])CC2)c1	8	-6	2	14	-2	16	-0.7	-14	-0.1	-2	13
Cc1cccc(/C=N/NC(=O)c2cc(C3CC3)nc3ccccc23)n1	18	-42	33	-5	7	11	0.5	6	-0.3	-3	5
COc1ccccc1CNCC(=O)Nc1cc(S(=O)(=O)N2CCCCCC2)ccc1Cl	-2	21	13	4	-10	16	0.3	-18	0.3	3	12
CC1(C(=O)NS(=O)(=O)c2ccc(Cl)s2)CCN1C(=O)CCc1ccccc1 (centres undefined)	-12	-2	-4	x	5	-4	-0.6	-9	0.0	x	-2
CCN(C(=O)CN1C(=O)c2ccccc2S1(=O)=O)C1CCCCC1	0	-21	3	2	-4	7	0.3	9	-0.1	-2	9
CCOc1ccc(CCNC(=O)C(CCC(N)=O)NC(=O)OCc2ccccc2)cc1OCC (centres undefined)	12	1	11	10	9	14	-0.3	-22	0.2	3	11
COc1ccc(NC(=O)C2CCCN(S(=O)(=O)c3ccc4c(c3)oc(=O)n4C)C2)cc1OC (centres undefined)	12	-17	-20	13	-5	18	0.0	-37	0.1	0	15
C=CCn1cc(C(=O)NCCOC)c(=O)c2cc(S(=O)(=O)N(CC)CC)ccc21	-7	6	12	10	-2	19	-1.2	4	0.0	0	12
OC(COc1c(F)cc(Br)cc1F)CN1CCN(c2ccc(F)cc2)CC1 (centres undefined)	-21	-9	-7	-5	-4	30	5.4	7	0.1	2	16
CC(C)(C)C(=O)NCCCc1nc2ccccc2n1CCCOc1ccc(Cl)cc1	42	-14	25	8	-3	7	-0.7	11	0.6	-1	15
C[C@H](NC(=O)c1ccco1)C(=O)Nc1cc(S(=O)(=O)N2CCCC2)ccc1OCC(F)(F)F	-6	15	-4	-8	-27	0	-0.4	-11	0.0	x	3
COc1cc(Cl)c(C)cc1NC(=O)CSc1cc(Cl)ccc1Cl	22	14	7	10	-2	11	2.3	-19	0.2	-2	17
O=C(Nc1ccc(F)cc1)N1CCN(c2ccc(F)cc2)CC1	-38	11	7	0	19	11	0.3	-23	-0.1	-4	13
CCN(CC)CC#Cc1ccc(C)cc1	9	4	9	2	-2	16	1.2	-7	-0.1	4	5
COc1ccccc1CNC(=O)COC(=O)Cc1cccs1	-7	0	-14	-1	5	16	0.5	12	0.0	4	3
COc1ccc(NC(=S)Nc2cccc3ccccc23)cc1OC	-39	-9	94*	7	10	-109	-0.6	-4	0.0	1	-29
Cc1occc1C(=O)N/N=C/c1ccc(N(C)C)cc1	-52	-4	72*	-18	-16	-95	-0.8	-124	-0.1	-2	-87
CC1(C)C(=O)Nc2ccccc2N1C(=O)c1ccc([N+](=O)[O-])cc1	-85	15	-14	-5	-2	9	0.5	2	-0.1	0	18
O=C(CN1c2ccccc2S(=O)(=O)c2ccccc21)NCc1ccc(F)cc1	10	8	-5	-4	-3	10	0.9	-15	0.0	2	11
COc1ccc(CCNC(=O)CCC(=O)N2CCOc3ccc(C)cc32)cc1OC	16	-51	-9	x	17	4	1.8	-16	-0.1	0	4
CCOC(=O)Cc1csc(NS(C)(=O)=O)n1	-13	6	10	1	-14	13	0.7	-1	0.4	0	1
NC(=O)c1cc2cc([N+](=O)[O-])ccc2oc1=O	-84	21	1	1	-6	5	-0.6	-8	-0.1	-2	19
O=C(NCCO)C(=O)NCC1OCCCN1S(=O)(=O)c1cccs1 (centres undefined)	-7	-8	4	-16	7	19	1.1	-14	0.6	-1	18
CCN(Cc1cc2cc(C)ccc2[nH]c1=O)C(=O)c1cccc([N+](=O)[O-])c1	-21	-1	-20	8	0	7	0.0	-13	0.0	-1	20
CCS(=O)(=O)c1nc(S(=O)(=O)c2ccc(Cl)cc2)c(N2CCC(O)CC2)s1	-1	7	22	18	0	-6	-0.5	-8	-0.1	-3	12
COc1ccc(C2OCC(C)([N+](=O)[O-])CO2)cc1 (centres undefined)	-10	8	-8	1	-14	-9	-0.2	-17	-0.1	x	2
Nc1nonc1-c1noc(CCCN2C(=O)c3ccccc3C2=O)n1	-36	-4	-7	-34	10	-127	-0.1	-215	-0.3	-3	-201
CCC(C)C(NC(=O)OCc1ccccc1)C(=O)NC(Cc1ccc(O)cc1)C(=O)OC (centres undefined)	-5	7	0	3	8	11	-0.2	11	-0.1	1	2
CC(C)(C)NC(=O)C[C@H]1C[C@H](C(=O)N2CCCCC2)[C@@]2(CCc3ccccc3)c3[nH]c4cc(-c5ccco5)ccc4c3CCN2C1=O	12	13	3	-3	7	1	8.2	-11	0.2	x	16
CN(C)c1cccc(C(=O)N/N=C/c2ccoc2)c1	-29	-5	-2	-62	0	-133	0.7	-36	-0.2	3	-96
COc1ccc2nc3oc(C(=O)N4CCN(c5cccc(Cl)c5)CC4)cc3cc2c1	1	-18	-4	4	-1	20	-1.1	-24	0.3	3	19
Cc1ccc(S(=O)(=O)N(CCO)Cc2cc3ccc(C)c(C)c3[nH]c2=O)cc1	2	-8	-27	-4	12	-57	-0.8	-18	-0.4	3	5
COc1ccc(S(=O)(=O)N2CCC(C(=O)N3CCN(C)CC3)CC2)cc1OC	-9	5	21	0	-8	15	1.1	-24	0.0	2	-3
O=C(O)C(O)C(O)c1nc2ccccc2[nH]1 (centres undefined)	-5	-6	3	6	-2	18	-1.7	-5	-0.3	6	1
